Assay outcomes as filed in PubChem BioAssay.
GPR35 antagonists – inhibition of zaprinast-stimulated GPR35 beta-arrestin translocation – imaging, U2OS, beta-arrestin-GFP, zaprinast agonist, primary screen (AID 2058). U2OS GPR35 beta-arrestin-GFP translocation imaging, zaprinast antagonism; higher % means a stronger effect. inhibition, % at 10 µM; hits with a dose series show IC50 in µM. 290,000 compounds, 0.052% hits;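 active means inhibition of at least 50% with at least 30 cells and total cytoplasm GFP at most 10,000,000; inconclusive means under 30 cells or total GFP of 10,000,000 plus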
Dengue-2 NS5 capping – Dengue-2 NS5 methyltransferase inhibitors, primary screen, biochemical, confirmation dose response (AID 588689). inhibition, % at 25 µM, or IC50 in µM where a hit was titrated. Dengue-2 NS5 methyltransferase capping enzyme assay, biochemical; higher % means a stronger effect. 340,000 compounds, 0.3% hits; in the data active means a potency from the dose series; inconclusive means inhibition above about 29% without an active follow-up result
K1F lysis inhibition – protection from phage-mediated lysis, alamar blue read-out – E. coli UTI89, K1F phage, bacterial capsule biogenesis inhibitors (AID 488966). E. coli UTI89 K1F phage lysis, alamar blue, 2 h; higher % means a stronger effect. inhibition, % at 100 µM; hits with a dose series show IC50 in µM. 340,000 compounds, 0.02% hits;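 active means phage lysis inhibition, versus mean bacterial control, above a set limit; inconclusive means no clear call, values can overlap the other calls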;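 further: capsule biogenesis inhibitors block K1F phage lysis so surviving cells raise fluorescence; higher fluorescence means more inhibition of phage lysis; actives were called in the ten point dose series up to 300 µM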
AID2073 – disruptors of CaV2.2 binding to Mint1 – biochemical, HTRF (AID 2073) | HTRF protein-protein interaction, Mint1-CaV2.2; higher % means a stronger effect | inhibition, % at 20 µM, or IC50 in µM where a hit was titrated | 290,000 compounds, 0.19% hits; in the data active means inhibition mostly above about 51%, no sharp cut-off; inconclusive means no clear call, values can overlap the other calls; inactive means mostly below about 53%; further: some results filed as inactive read as strong as hits
GPR55 LPI antagonism – GPR55 antagonists blocking LPI-driven arrestin recruitment, primary screen, imaging, U2OS, beta-arrestin-GFP, LPI agonist (AID 2013). U2OS GPR55 beta-arrestin-GFP translocation imaging, LPI antagonism; higher % means a stronger effect. one-dose inhibition, % at 10 µM; IC50 in µM for titrated hits. 290,000 compounds, 0.13% hits;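 active means spots per cell inhibited over 60%, with over 100 cells counted and total cytoplasm intensity under 500,000; inconclusive means wells with under 100 cells, flagged as likely toxic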;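 further: U2OS cells stably carrying GPR55 and arrestin-GFP stimulated by 5 µM LPI near EC80; imaged beta-arrestin-GFP aggregate spots per cell after agonist stimulation; plate controls were LPI-stimulated DMSO wells for no effect and DMSO wells without LPI for full effect; some results filed as inactive read as strong as hits; confirmed hits need IC50 under 10 µM and bright autofluorescent wells are also inconclusive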
HIV peptide binding – cell-free HIV fusion peptide-binding blockers – biochemical, uHTS, fluorescence dequenching, primary screen (AID 1986). cell-free peptide binding, fluorescence dequenching, 30 min; higher % means a stronger effect. one-dose inhibition, % at 20 µM; IC50 in µM for titrated hits. 290,000 compounds, 0.3% hits; in the data active means inhibition mostly above about 52%, no sharp cut-off; inactive means mostly below about 76%; further: some results filed as inactive read as strong as hits
NTR1 agonist – agonists of NTR1, primary screen, imaging, U2OS cells, beta-arrestin-GFP, high content (AID 493036); NTR1-U2OS beta-arrestin-GFP spot imaging, agonist mode; P30989; 330,000 compounds, 0.17% hits; activation, % at 20 µM;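 active means activation at or above 40% of the spot to cytoplasm intensity ratio, with at least 20 cells analyzed; inconclusive means wells under 20 cells, flagged as cytotoxic or low count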;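 further: 0% = DMSO without peptide and 100% = 100 nM NTR1 peptide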
Target sequence (P30989 whole entry, looked up): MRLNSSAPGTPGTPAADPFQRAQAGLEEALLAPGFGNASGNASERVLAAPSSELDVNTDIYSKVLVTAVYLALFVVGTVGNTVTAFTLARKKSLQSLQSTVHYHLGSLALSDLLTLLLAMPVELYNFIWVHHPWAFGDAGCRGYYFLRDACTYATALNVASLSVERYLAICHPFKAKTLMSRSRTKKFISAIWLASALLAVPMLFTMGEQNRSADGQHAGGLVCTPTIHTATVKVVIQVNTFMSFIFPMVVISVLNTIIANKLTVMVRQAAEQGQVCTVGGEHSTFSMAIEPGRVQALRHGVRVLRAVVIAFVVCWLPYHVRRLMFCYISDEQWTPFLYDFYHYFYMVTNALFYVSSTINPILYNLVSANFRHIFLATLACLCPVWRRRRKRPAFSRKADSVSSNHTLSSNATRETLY
Siah-1 displacement – Siah-1 peptide-binding antagonists, primary screen, biochemical, fluorescence polarization, rhodamine-plectin, uHTS (AID 1817); Siah-1 / rhodamine-plectin peptide fluorescence polarization; higher % means a stronger effect; displacement, % at 20 µM; hits with a dose series show IC50 in µM; 290,000 compounds, 0.02% hits;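 active means displacement of at least 50% at 20 µM, with a fluorescence ratio check between 0.3 and a set limit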;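 further: plate controls were Siah plus tracer with DMSO for no effect and tracer alone without Siah for full effect; strong numbers were not always called active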
GPR55 activation – GPR55 agonists via beta-arrestin recruitment, primary screen, imaging, U2OS cells, beta-arrestin-GFP redistribution (AID 1961); U2OS GPR55 beta-arrestin-GFP redistribution imaging; higher % means a stronger effect; one-dose activation, % at 10 µM; EC50 in µM for titrated hits; 290,000 compounds, 0.048% hits;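 active means activation above 40% with more than 50 cells counted in the well; inconclusive means wells holding fewer than 50 cells, flagged as toxic or sparse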;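 further: U2OS osteosarcoma cells stably expressing GPR55 and beta-arrestin-GFP; plate controls were DMSO negative control for no effect and LPI positive control for full effect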
NTR1 agonist cell count 20 µM – second read-out of NTR1 agonist, no call of its own (marks repeat the call); cell count; measured here: cell count, cytotoxicity flag
Dengue-2 NS5 capping pilot replicate – also measured in Dengue-2 NS5 capping; calls as there; inhibition, %; measured here: pilot screen replicate inhibition
* = called active by the depositor; ? = inconclusive; . = no result given; [ ] = another dose, or the depositor's remark.

SMILES | GPR35 antagonists | Dengue-2 NS5 capping | K1F lysis inhibition | AID2073 | GPR55 LPI antagonism | HIV peptide binding | NTR1 agonist | NTR1 agonist cell count 20 µM | Siah-1 displacement | GPR55 activation | others
CCCN1C(=O)C(Cc2nc3ccccc3c(=O)n2-c2ccccc2)c2ccccc21 (configuration not stated) | 7% | -5% | 7.4% | 4% | 18% | -1.5% | 1.3 | 50 | 2% | -0.6%
COCCn1nnnc1C(c1cc2cc(C)ccc2[nH]c1=O)N1CCN(C2CCCCC2)CC1 (configuration not stated) | -6% | -4% | 3.3% | -10% | 1% | -0.1% | 0.1 | 41 | -1% | -0.1%
NC(=O)c1ccc(Nc2nnc(-c3ccc(O)cc3)c3ccccc23)cc1 | 4% | 4% | -0.1% | -5% | 19% | -2.7% | 3.6 | 56 | -2% | -0.4%
O=C(O)C1CCCNC1 (configuration not stated) | -6% | . | . | -2% | -6% | 1.3% | 0.8 | 66 | -2% | -0.1%
O=C(c1ccc(S(=O)(=O)NCC2CCCO2)cc1)N1CCN(c2ccccc2F)CC1 (configuration not stated) | 3% | -5% | 0.0% | -11% | 6% | -0.4% | -1.0 | 57 | -2% | -0.1%
COc1ccc(NC(=O)COc2cccc3c2CCN(C)C3=O)c(OC)c1 | 5% | 2% | -0.2% | 5% | -9% | -2.8% | 0.5 | 60 | -1% | 0.0%
CCOC(=O)c1c(-c2ccc(-c3ccccc3)cc2)csc1NC(=O)C1C2CCC(O2)C1C(=O)O (configuration not stated) | 23% | 30µM* | 3.5% | -10% | 3% | 57% | 2.7 | 64 | 6% | 0.1%
C=CCn1c(SCC(=O)NCC2CCCO2)nc2scc(-c3ccco3)c2c1=O (configuration not stated) | -3% | -2% | 10% | 33% | -1% | 15% | 2.0 | 84 | -5% | -0.1%
COc1ccc(S(=O)(=O)NN=C2CCCCC2)cc1 | 18% | 2% | -1.2% | 3% | -3% | 1.7% | 0.9 | 78 | -3% | 0.0%
Cc1ccc(S(=O)(=O)N(C)c2ccc(OCC(=O)Nc3cccc(-n4cnnn4)c3C)cc2)cc1 | 4% | -20% | 1.2%[50 µM] | 3% | -2% | -1.1% | 0.3 | 63 | -5% | -0.3%
CCOc1ccc(S(=O)(=O)N/N=C2/CC(c3ccccc3)Oc3ccccc32)cc1 (configuration not stated) | -7% | -8% | 1.1% | -2% | 19% | 2.3% | 2.4 | 92 | -3% | 0.2% | Dengue-2 NS5 capping pilot replicate=-3.0
CC1=CC(C)(C)N2C(=O)C3(SCC(=O)N3c3ccc(O)cc3)c3cc(C)cc1c32 (configuration not stated) | -18% | -5% | 0.1% | -7% | 4.1µM* | -0.6% | 21 | 75 | -1% | -0.1% | Dengue-2 NS5 capping pilot replicate=2.4
CCOC(=O)N1CCN(S(=O)(=O)c2cc(Br)cc3c2N(C(=O)C2CC2)CC3)CC1 | -2% | -4% | -0.3% | 4% | 10% | 0.4% | -0.8 | 89 | 0% | -0.2%
CCc1ccc(C=NC23CN4CN(CN(C4)C2)C3)s1 | -12% | 1% | 7.5% | 7% | 4% | 2.8% | -1.1 | 48 | 0% | -0.5%
CC(C)N1C(=O)C(O)(C2COC(C)(C)CC2=O)c2ccccc21 (configuration not stated) | -3% | 3% | 0.4% | 7% | 8% | -1.8% | -1.2 | 35 | 2% | 0.3%
COc1ccc(C2C(C#N)=C(N)Oc3c2c(-c2ccccc2)nn3-c2ccccc2)c(OC)c1OC (configuration not stated) | -15% | -4% | 1.4%[50 µM] | 8% | 80% | 28% | 1.2 | 61 | -2% | -0.3%
CN(C)C(=O)CSc1nc(-c2ccccc2)c(-c2ccccc2)o1 | 6% | 1% | -0.3% | -7% | 3% | 2.0% | 1.9 | 52 | -1% | 0.3%
COC(=O)c1ccc(NC(=O)C23CC4CC(C2)CC(n2cnc(Cl)n2)(C4)C3)cc1 | 1% | -2% | -0.6% | 7% | -1% | -1.7% | -1.4 | 87 | -1% | -0.2%
O=C(c1ccco1)N1CCN(C(=O)C2(S(=O)(=O)c3ccc(Cl)cc3)CC2)CC1 | 4% | -8% | 4.5% | -2% | 13% | -1.8% | 0.0 | 76 | -2% | -2.3%
COCCCn1c(SCc2cccc(C(F)(F)F)c2)nc2cc(OC)c(OC)cc2c1=N | -13% | -7% | -0.5% | 5% | -5% | -2.9% | 60* | 80* | -2% | 0.0%
CCOC(=O)c1[nH]nc(N)c1NC(=O)c1ccc(Cl)cc1Cl | -2% | -2% | -0.6% | 3% | 0% | -0.1% | -4.1 | 89 | 1% | -0.3%
CCC(C)NC(=O)c1ccc(NC(=O)C2=C(C)OCCS2)cc1 (configuration not stated) | 11% | -3% | 0.1% | 4% | -4% | -0.5% | -0.7 | 56 | -4% | 0.8%
O=Cc1cccc(OCc2cccc3ccccc23)c1 | -4% | -6% | -0.9%[50 µM] | -2% | -1% | 3.8% | 8.1 | 67 | -1% | -0.1%
CSc1cccc(NC(=O)CCCNC(=O)c2ccc(Cl)cc2)c1 | 15% | -6% | -1.0% | -1% | 6% | 2.8% | -0.9 | 56 | 1% | -0.4%
COc1cnn(Cc2ccccc2)c(=O)c1SCc1ccccc1 | -11% | 2% | 2.1%[50 µM] | -11% | 4% | -1.2% | 0.2 | 65 | 2% | -0.3%
CN(C)C(=O)CSc1nnc([C@H](Cc2c[nH]c3ccccc23)NC(=O)OC(C)(C)C)o1 | -17% | -5% | 0.1% | -1% | 6% | 0.0% | 2.3 | 71 | 0% | -0.3%
O=C(CN(C(=O)c1ccc2c(c1)OCCO2)c1ccccc1)NCC1CCCO1 (configuration not stated) | 3% | 2% | 0.1% | -2% | -5% | 12% | -3.9 | 82 | 2% | -0.1%
CCOC(=O)C1CCN(CCC(=O)Nc2ccccc2)CC1 | -2% | -2% | 0.1% | 5% | 9% | -3.4% | 0.0 | 35 | -11% | -0.3%
CCOC(=O)C1=C(C)N=c2s/c(=C\c3ccc(OCC(=O)O)cc3)c(=O)n2C1c1ccc(Cl)cc1 (configuration not stated) | -8% | -4% | -1.6% | 34µM* | 3% | 14µM* | 10 | 54 | . | 0.7%
c1csc(C(c2nnnn2C2CCCCC2)N2CCN(c3nc4ccccc4s3)CC2)c1 (configuration not stated) | -16% | 5% | 0.0% | ? | 2% | 1.9% | . | . | 2% | 0.1%
Cc1ccc(C)c(/C=C/C(=O)c2ccccc(=O)c2O)c1 | 4% | 2% | 0.2% | 12% | 6% | 61% | . | . | 24% | -0.1%
COc1ccc(N(C)S(=O)(=O)c2c(C)noc2C)c(OC)c1 | 1% | . | -0.1% | -15% | 15% | -1.5% | -1.4 | 89 | -1% | -0.6%
COc1cc(OC)cc(C(=O)N[C@H](C(=O)Nc2nc(-c3ccc(F)c(F)c3)cs2)C(C)C)c1 | -15% | 1% | -0.5% | 12% | 4% | 0.5% | 0.2 | 26 | -6% | 0.5%
OC1(c2cccc(C(F)(F)F)c2)CCN(Cc2nc(-c3cnccn3)no2)CC1 | 0% | 2% | 0.9% | ? | 8% | 1.1% | -0.6 | 51 | -1% | -0.1%
Cc1ccc(-c2nnc(-c3ccncc3)n2-c2ccc(C)cc2)cc1 | 6% | -3% | -0.3% | 12% | 9% | -1.0% | 2.2 | 98 | 0% | -0.1%
COc1ccccc1C(=O)NC(C)c1cccc2ccccc12 (configuration not stated) | 8% | -3% | 0.2% | 9% | -10% | -0.6% | 0.7 | 51 | -4% | 0.2%
Brc1cc2c(cc1/C=N/Nc1nc3ccccc3s1)OCO2 | -5% | 2% | 0.8% | 14% | 22% | -3.1% | 3.9 | 64 | 2% | -0.1%
Cc1ccc(C(=O)C2CCNCC2)cc1 | 19% | -1% | 0.6% | -3% | -5% | -1.5% | -3.2 | 70 | -8% | -0.1%
OC(Cc1nc2ccccc2[nH]1)c1ccccc1Cl (configuration not stated) | 6% | -3% | 0.1% | 0% | -3% | 0.1% | -0.1 | 48 | -6% | 0.3%
Cc1nc2ccccc2n1C1CCN(C(=O)Nc2ccccc2)CC1 | 1% | -10% | 0.2% | -5% | 5% | 0.8% | 1.0 | 40 | 2% | 0.3%
O=C(NCCN1CCOCC1)c1cc2ccccc2oc1=O | 8% | -3% | 0.1% | 6% | 0% | -1.7% | -0.6 | 93 | 2% | 0.0%
Fc1cccc(/C=N/n2c(C3CCCCC3)n[nH]c2=S)c1 | -1% | -2% | 2.0%[50 µM] | -51% | -3% | -1.6% | 1.3 | 74 | -5% | 0.5%

A stretch taken from the entries so far, for reference:
SMILES | GPR35 antagonists | Dengue-2 NS5 capping | K1F lysis inhibition | AID2073 | GPR55 LPI antagonism | HIV peptide binding | NTR1 agonist | NTR1 agonist cell count 20 µM | Siah-1 displacement | GPR55 activation | others
Cc1nc2ccccc2n1C1CCN(C(=O)Nc2ccccc2)CC1 | 1% | -10% | 0.2% | -5% | 5% | 0.8% | 1.0 | 40 | 2% | 0.3%
O=C(NCCN1CCOCC1)c1cc2ccccc2oc1=O | 8% | -3% | 0.1% | 6% | 0% | -1.7% | -0.6 | 93 | 2% | 0.0%
Fc1cccc(/C=N/n2c(C3CCCCC3)n[nH]c2=S)c1 | -1% | -2% | 2.0%[50 µM] | -51% | -3% | -1.6% | 1.3 | 74 | -5% | 0.5%

Gathered by group: those above containing a furan ring, fused or not (two)
SMILES | GPR35 antagonists | Dengue-2 NS5 capping | K1F lysis inhibition | AID2073 | GPR55 LPI antagonism | HIV peptide binding | NTR1 agonist | NTR1 agonist cell count 20 µM | Siah-1 displacement | GPR55 activation | others
C=CCn1c(SCC(=O)NCC2CCCO2)nc2scc(-c3ccco3)c2c1=O (configuration not stated) | -3% | -2% | 10% | 33% | -1% | 15% | 2.0 | 84 | -5% | -0.1%
O=C(c1ccco1)N1CCN(C(=O)C2(S(=O)(=O)c3ccc(Cl)cc3)CC2)CC1 | 4% | -8% | 4.5% | -2% | 13% | -1.8% | 0.0 | 76 | -2% | -2.3%
